Bioassay records from PubChem BioAssay.
PrPC surface inh – reduces human prion protein on the cell surface; P04156; cell surface PrPC, TR-FRET read-out; inhibition, % at 13.8 µM; 370,000 tested, 0.43% active; in the data active = inhibition above about 24%; also: 0% = median of the test wells and 100% = reference compound wells
Yp Topo-I inh – inhibitors of Yersinia pestis topoisomerase I | Y. pestis Topo-I cleavage product accumulation, plate reader | 360,000 tested, 0.064% active | activity, % at 10 µM | AID 504884; in the data active = activity above about 50%, passing the limit was not always enough; inconclusive = no clear call, values can overlap the other calls; also: inactives centre near 2
SARS 3CLpro inh – SARS-CoV 3CLpro protease inhibition; P0C6X7; recombinant SARS-CoV 3CLpro, quenched FRET peptide cleavage; inhibition, % at 6 µM; 290,000 tested, 0.14% active; AID 1706; in the data active = inhibition above about 12%
Anthrax LF inh2 – anthrax lethal factor protease inhibition | inhibition, % at 10 µM | multiplex microsphere protease cleavage assay, LF | P15917 | 360,000 tested, 0.12% active; also: plate controls were buffer without enzyme for full effect and enzyme alone for no effect
PfHsp40 yeast – rescue of PfHsp40-mediated yeast toxicity. S. cerevisiae expressing PfHsp40, growth rescue, ATP luminescence. growth rescue, % at 12.5 µM. 340,000 tested, 0.68% active. AID 504582; in the data active = growth rescue above about 28%, passing the limit was not always enough; inconclusive = no clear call, values can overlap the other calls;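 also: yeast W303a lacking pdr1 and pdr3 grown in galactose medium; growth measured after three days at 30 °C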
Vc quorum ag – induces V. cholerae light production without autoinducers; V. cholerae BH1578 lux reporter, luminescence, 6 h; activation, % at 18.7 µM; 350,000 tested, 0.16% active; AID 588436; in the data active = activation mostly above about 9.7%, no sharp cut-off; inconclusive = no clear call, values can overlap the other calls; inactive = mostly below about 3.7%; also: not every result past the cut was called active; inactives centre near 0; reference of the scale not given here
SSB-PriA inh – blocks PriA binding to SSB C-terminal tail; AlphaScreen SSBct-PriA binding, biotinylated peptide; inhibition, % at 33 µM; 430,000 tested, 0.6% active; AID 1272365; in the data active = inhibition mostly above about 37%, no sharp cut-off; inactive = mostly below about 20%;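 also: plate controls were negative control peptide for no effect and reference peptide for full effect; strong numbers were not always called active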
BoNT-A LC inh2 – BoNT A light chain protease inhibition; AID 588499; inhibition, % at 10 µM; multiplex microsphere protease substrate cleavage, flow cytometry; 360,000 tested, 0.17% active; also: plate controls were buffer without enzyme for full effect and enzyme alone for no effect
TcdB inh – blocks C. difficile toxin B glycohydrolase activity; TcdB glycohydrolase enzymatic assay, plate reader; inhibition, % at 9.99 µM; 350,000 tested, 0.24% active; in the data active = inhibition above about 10%
Target sequence (P18177 whole entry, looked up): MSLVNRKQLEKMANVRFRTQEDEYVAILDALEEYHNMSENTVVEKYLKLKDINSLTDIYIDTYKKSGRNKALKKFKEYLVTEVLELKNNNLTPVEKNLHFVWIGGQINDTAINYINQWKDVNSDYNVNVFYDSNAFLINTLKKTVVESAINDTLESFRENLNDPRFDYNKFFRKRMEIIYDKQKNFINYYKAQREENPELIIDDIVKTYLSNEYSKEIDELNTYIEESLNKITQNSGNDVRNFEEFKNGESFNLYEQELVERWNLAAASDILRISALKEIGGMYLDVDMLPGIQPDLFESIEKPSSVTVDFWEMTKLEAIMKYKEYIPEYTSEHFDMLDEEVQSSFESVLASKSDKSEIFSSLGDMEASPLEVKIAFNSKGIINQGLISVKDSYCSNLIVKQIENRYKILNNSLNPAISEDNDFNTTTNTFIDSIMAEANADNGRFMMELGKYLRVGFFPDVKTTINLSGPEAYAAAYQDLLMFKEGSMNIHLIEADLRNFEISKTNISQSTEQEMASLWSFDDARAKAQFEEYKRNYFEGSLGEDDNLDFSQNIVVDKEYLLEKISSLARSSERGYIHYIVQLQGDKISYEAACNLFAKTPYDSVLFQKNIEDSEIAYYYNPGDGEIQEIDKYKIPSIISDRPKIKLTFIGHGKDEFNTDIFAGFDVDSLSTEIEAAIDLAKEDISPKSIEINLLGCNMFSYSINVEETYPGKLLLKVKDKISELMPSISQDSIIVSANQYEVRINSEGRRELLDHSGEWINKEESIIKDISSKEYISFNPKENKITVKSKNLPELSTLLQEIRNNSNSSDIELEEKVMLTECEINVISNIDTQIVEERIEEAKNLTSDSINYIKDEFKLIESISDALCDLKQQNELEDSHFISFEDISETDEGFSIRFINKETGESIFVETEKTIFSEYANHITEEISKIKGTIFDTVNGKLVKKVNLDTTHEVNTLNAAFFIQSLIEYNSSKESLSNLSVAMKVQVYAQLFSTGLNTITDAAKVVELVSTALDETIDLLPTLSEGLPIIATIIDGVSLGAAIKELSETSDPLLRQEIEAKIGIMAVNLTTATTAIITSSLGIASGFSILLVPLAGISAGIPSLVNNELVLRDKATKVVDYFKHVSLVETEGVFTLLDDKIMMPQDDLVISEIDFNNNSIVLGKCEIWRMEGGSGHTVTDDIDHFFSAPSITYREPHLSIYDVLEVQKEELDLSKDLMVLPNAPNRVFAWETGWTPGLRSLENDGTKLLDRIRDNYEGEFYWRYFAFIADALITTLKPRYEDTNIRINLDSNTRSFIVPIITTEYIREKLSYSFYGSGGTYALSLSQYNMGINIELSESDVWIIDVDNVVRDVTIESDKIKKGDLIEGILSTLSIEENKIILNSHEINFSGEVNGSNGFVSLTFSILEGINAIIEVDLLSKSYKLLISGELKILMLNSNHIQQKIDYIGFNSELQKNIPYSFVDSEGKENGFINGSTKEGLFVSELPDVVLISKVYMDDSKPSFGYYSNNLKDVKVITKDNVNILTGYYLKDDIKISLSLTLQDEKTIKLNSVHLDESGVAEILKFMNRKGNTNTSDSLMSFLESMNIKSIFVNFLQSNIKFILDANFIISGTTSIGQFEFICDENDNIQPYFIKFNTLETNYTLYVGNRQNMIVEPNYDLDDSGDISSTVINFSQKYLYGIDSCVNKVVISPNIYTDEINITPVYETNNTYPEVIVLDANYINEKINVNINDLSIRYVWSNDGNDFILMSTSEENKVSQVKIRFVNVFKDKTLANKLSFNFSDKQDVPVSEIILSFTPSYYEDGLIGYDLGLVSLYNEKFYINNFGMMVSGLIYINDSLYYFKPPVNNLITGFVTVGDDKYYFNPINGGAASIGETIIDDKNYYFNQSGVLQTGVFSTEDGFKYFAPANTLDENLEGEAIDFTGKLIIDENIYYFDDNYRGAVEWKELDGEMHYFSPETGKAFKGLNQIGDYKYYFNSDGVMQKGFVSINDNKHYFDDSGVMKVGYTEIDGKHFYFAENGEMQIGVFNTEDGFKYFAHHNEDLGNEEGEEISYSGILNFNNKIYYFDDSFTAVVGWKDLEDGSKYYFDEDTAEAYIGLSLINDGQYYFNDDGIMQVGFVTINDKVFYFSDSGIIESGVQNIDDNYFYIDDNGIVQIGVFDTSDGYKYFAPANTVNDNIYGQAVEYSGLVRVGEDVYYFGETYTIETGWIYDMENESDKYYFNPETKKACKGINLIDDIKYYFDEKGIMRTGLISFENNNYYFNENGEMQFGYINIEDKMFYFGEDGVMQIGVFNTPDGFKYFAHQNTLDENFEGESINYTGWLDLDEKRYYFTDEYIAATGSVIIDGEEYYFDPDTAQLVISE
The depositor's hits bear a star; i = inactive; ? = inconclusive; . = no result given; & = joins results of further samples. Rule as the data show it, unless noted: active = inhibition above about 30%; inconclusive = no clear call, values can overlap the other calls; inactive = below that.

SMILES | SARS 3CLpro inh | PrPC surface inh | Vc quorum ag | Anthrax LF inh2 | Yp Topo-I inh | PfHsp40 yeast | BoNT-A LC inh2 | SSB-PriA inh | TcdB inh
CC(C)Oc1ccc(C(=O)OCC(=O)c2ccc[nH]2)cc1 | . | 13.9 | -6.2 | 5.7 | -4.9 | 1.7 | 0.2 | -1.0 | 1.6
COc1cccc(-c2nc(-c3ccc(NC(=O)Cc4ccccc4OC)cc3)no2)c1 | -0.2 | . | -0.9 | -0.4 | -3.5 | -0.6 | 0.1 | -4.1 | .
COc1cccc(-c2nnc(SCc3ccccn3)n2C)c1 | 0.7 | -2.5 | -2.1 | -2.3 | 0.1 | -1.1 | 1.3 | -9.5 | .
O=C(CNC(=O)OCc1ccccc1)Nc1ccc(Br)cc1C(=O)c1ccccc1 | 5.1 | 5.7 | . | -0.5 | 14.3 | -1.8 | -0.5 | -10.0&-13.0 | .
Nc1nc(N)c2[nH]c(-c3ccccc3)nc2n1 | 4.9 | 3.3 | 1.6 | -0.9 | 1.5 | 0.0 | 4.7 | 1.4 | -0.1
COc1cc(C)ccc1OCc1cc(C(=O)N2CCC(c3ccc(F)cc3)C2)no1 (stereo not drawn) | 5.0 | 1.8 | 0.4 | -1.2 | -2.4 | 0.8 | -0.1 | 1.4 | 3.1
CC(=O)OC(C)(CCC(C)(OC(C)=O)C(C)=O)C(C)=O (stereo not drawn) | -2.5 | -2.0 | 1.1 | 2.2 | -3.7 | 0.4 | 0.6 | -4.1 | .
COc1ccc(C2(C(=O)NCc3ccco3)CCCC2)cc1OC | -3.6 | 1.9 | -0.3 | 2.3 | 1.8 | -0.1 | -0.2 | 11.5 | .
COc1cccc(C2CC(C(F)(F)F)n3ncc(C(=O)NCC4CCCO4)c3N2)c1 (stereo not drawn) | 3.3 | 8.0 | -0.8 | -1.1 | -7.8 | -0.2 | -2.4 | 1.1 | .
CC1(Cc2cc(Cl)ccc2C(F)(F)F)C(=O)Nc2ccc(-c3ccc(F)c(Cl)c3)cc21 (stereo not drawn) | . | 3.1 | -3.3 | -6.4 | -4.7 | . | -0.3 | . | 1.1
S=c1[nH]nc(C2COc3ccccc3O2)o1 (stereo not drawn) | -5.3 | -1.9 | . | -5.5 | -4.2 | -1.3 | 0.3 | 0.0&-12.6 | -3.2
Cc1noc(N)c1C(=O)Nc1ccc(F)cc1 | -3.3 | -2.4 | -0.3 | -0.5 | -1.9 | 1.4 | 0.0 | -13.4 | .
COc1cccc(/C=N/NC(=O)CCn2c3ccccc3c3ccccc32)c1 | 3.6 | -0.1 | 4.3 | -0.6 | 9.6 | -0.4 | -0.1 | . | 0.0
C/C(=N\NC(=O)Cc1c(Cl)cccc1Cl)c1cccnc1 | 0.0 | -5.3 | -0.1 | 1.2 | 7.2 | 0.9 | 0.4 | . | 0.4
CC(C)Nc1nc(NC(C)C)nc(NS(=O)(=O)c2ccc(N)cc2)n1 | -0.2 | 0.4 | . | 3.9 | 5.5 | -0.6 | 2.2 | 2.0 | .
COc1ccc(Cl)cc1N1C(=O)/C(=C\c2sccc2C)N=C1SCC(=O)NC1CC1 | 5.6 | -0.6 | -0.7 | 0.1 | -1.6 | 4.8 | -1.2 | 8.1 | .
O=C(Cc1cc(=O)[nH]c(=O)[nH]1)NCC1CCCO1 (stereo not drawn) | -1.8 | 7.5 | -0.2 | -2.7 | 0.7 | 0.4 | -0.8 | -10.6 | 1.3
Cc1ccc(N2C(=O)C(CN3CCCCC3)C2c2ccccc2)cc1 (stereo not drawn) | -0.6 | -8.2 | 0.5 | -3.8 | 9.2 | 0.4 | -0.5 | -9.2 | 1.5
Cc1nc2nc[nH]n2c(=O)c1NS(=O)(=O)c1ccc(C(C)(C)C)cc1 | -0.8 | -4.2 | -1.0 | -9.1 | 5.3 | -1.8 | -0.5 | -1.8 | 1.5
Cc1cc(NC(=O)c2ccc(Cl)cc2)n(-c2ccccc2)n1 | -1.0 | -2.8 | i | -0.4 | 1.5 | -0.4 | -0.8 | 4.0 | 0.7
CCc1nnc(NC(=O)C(NC(=O)c2ccccc2Cl)C(C)C)s1 (stereo not drawn) | -2.9 | 8.4 | i | -0.6 | 2.4 | -0.9 | 0.0 | -3.2 | 1.8
CC(C)N(CC(N)=O)c1ccc(S(=O)(=O)N2CCCC2)cn1 | . | -5.6 | i | -2.4 | 3.6 | -0.8 | 0.9 | 0.2 | 1.3
O=C(Nc1ccc(N2CCN(C(=O)c3cccs3)CC2)cc1)c1ccc(Br)o1 | . | 8.1 | -2.0 | -1.1 | 20.0 | 5.3 | -0.6 | 8.1 | 1.1
Cc1cc2ccccc2cc(C)c1=O | -3.1 | -0.8 | -0.5 | 9.0 | 8.8 | -2.8 | 0.1 | -9.5 | .
FC(F)(F)c1nc(N2CCCC2)ncc1-c1nnnn1-c1ccccc1 | 4.1 | 19.8 | -2.1 | -6.6 | 16.9 | -0.3 | -1.6 | -33.8 | .
CN(C)c1ccc(C(=S)NCc2ccco2)cc1 | 4.0 | -1.7 | 2.6 | -2.1 | -6.7 | ? | 1.2 | -0.8 | .
CC1CCCCC1NC(=O)CSC1=Nc2ccccc2C2CC=NN12 (stereo not drawn) | . | -1.6 | -2.7 | 5.6 | -1.1 | -0.6 | 2.8 | -12.9 | 1.7
Cc1ccc(Cn2ncc3c(NCCN(C)C)ncnc32)cc1 | -2.8 | -1.1 | i | 3.2 | -3.2 | -0.3 | -5.2 | 3.9 | 1.6
Cc1c(NC(=O)c2cc3ccccc3oc2=O)c(=O)n(-c2ccccc2)n1C | 2.3 | -16.3 | i | -5.6 | 8.9 | -0.2 | -1.4 | -20.8 | .
COCCNCC(=O)Nc1ccc(C)c(S(=O)(=O)N2CCCCC2)c1 | -0.1 | -5.8 | -0.5 | -7.0 | 0.0 | -0.5 | -0.8 | -3.6 | 0.5

Other results follow.
SMILES | SARS 3CLpro inh | PrPC surface inh | Vc quorum ag | Anthrax LF inh2 | Yp Topo-I inh | PfHsp40 yeast | BoNT-A LC inh2 | SSB-PriA inh | TcdB inh
CCC1CCCCN1CCCNC(=O)c1c(O)nc2cc(C)ccn2c1=O (stereo not drawn) | -5.2 | -1.7 | -13.0 | 3.5 | 3.2 | -0.1 | 0.4 | -10.5 | 1.8
C=CCNS(=O)(=O)c1ccc2c(c1)n(C)c(=O)n2C | 0.4 | 8.2 | -0.5 | -1.1 | 5.3 | -0.7 | 0.1 | -4.8 | 1.0
CCCCn1c(N)c(N(CC(C)C)C(=O)C2CCCN(C(=O)c3ccc(Cl)cc3)C2)c(=O)[nH]c1=O (stereo not drawn) | . | -1.4 | i | -3.0 | -6.4 | -0.2 | 0.7 | -3.8 | -0.2
N#C/C(=C(/O)COC(=O)CCC1CCCCC1)c1nc2ccccc2[nH]1 | -7.3 | -3.7 | . | -1.9 | -2.6 | 0.5 | 0.7 | . | .
CCNS(=O)(=O)c1ccc(NC(=S)NCc2ccco2)cc1 | -2.6 | -0.8 | -0.3 | -2.8 | -7.6 | -1.1 | -1.0 | 8.3 | .
Nc1ncnc2c1nc(N1CCCCC1)n2[C@@H]1O[C@H](CO)[C@@H](O)[C@H]1O | . | 8.3 | i | -6.3 | 3.2 | 4.4 | -0.2 | -9.0 | 0.8
CCN1C(=O)[C@H]2[C@@H](c3ccc(-c4ccc(Cl)c(Cl)c4)cc3)N[C@@](CC(C)C)(C(=O)OC)[C@H]2C1=O | . | -1.4 | -2.1 | -2.6 | -5.0 | 0.4 | 0.7 | 3.5 | -7.2
O=C(NCc1ccco1)/C(=C/c1ccc(C(F)(F)F)cc1)c1nc2ccccc2[nH]1 | 0.3 | 14.2 | -0.2 | -0.1 | -6.8 | 1.2 | -0.4 | 5.8 | .
Cc1ccc(S(=O)(=O)NC(C)(C)CSc2ccccn2)cc1 | -1.4 | -3.1 | -0.3 | -0.1 | 10.8 | -0.9 | -1.0 | -6.4 | .
CCN1CCN(CC(=O)Nc2sc3c(c2C#N)CCC(C)C3)CC1 (stereo not drawn) | 0.3 | -9.9 | -0.3 | -6.4 | -4.8 | -0.8 | -0.2 | 0.3 | .
COCCNCCOc1ccccc1-c1ccccc1 | -0.5 | -6.4 | -0.8 | 2.5 | -5.9 | 0.1 | -0.5 | -2.9 | 2.4
COc1ccc(OCCCC(=O)OCC(=O)Nc2ncc(Cl)cc2Cl)cc1 | . | -6.7 | -0.4 | -4.0 | 9.4 | -0.8 | -2.5 | 8.0 | -0.1
COc1ccc(-c2nc(C#N)c(N3CCC(C)CC3)o2)cc1 | -4.8 | -4.5 | 1.0 | -9.9 | -3.6 | 1.3 | -0.8 | 20.3 | 0.9
Cc1ccc(S(=O)(=O)N/N=C\c2cc([N+](=O)[O-])ccc2Cl)cc1 | 2.1 | -16.1 | i | -3.8 | -6.4 | -0.8 | 0.2 | . | 0.9
COCCN(C(=O)COC(=O)Cc1coc2cc3c(cc12)CCC3)c1c(N)n(Cc2ccccc2)c(=O)[nH]c1=O | . | -4.9 | i | 0.5 | 2.2 | 0.3 | 0.5 | -4.0 | 3.9
COc1ccc(-c2cccc(-c3cc(=O)oc4cc(OC)c(OC)c(OC)c34)c2)cc1 | . | 0.9 | i | -0.8 | 45.2 | 0.2 | 0.1 | -3.5 | 0.4
COc1cc(NC(=O)C2CCCO2)c(OC)cc1Cl (stereo not drawn) | 2.8 | 0.2 | i | -5.3 | -5.8 | 0.9 | 0.7 | -3.3 | .
O=[N+]([O-])c1cccc(CN2CC=C(c3ccc(F)cc3)CC2)c1 | -2.3 | -0.8 | 2.4 | 0.0 | -12.2 | -0.3 | 0.1 | -1.3 | 0.6
CCN1C(=O)C(O)(CC(=O)c2ccc(-n3cccc3)cc2)c2ccccc21 (stereo not drawn) | 6.4 | 0.6 | i | 2.8 | 4.8 | -0.3 | 0.0 | 18.1 | .
COc1ccc(-c2nnc(NC(=O)c3ccccc3[N+](=O)[O-])s2)c(OC)c1 | 4.3 | -5.8 | -0.6 | -3.2 | -13.4 | 0.4 | -0.4 | -5.9 | -0.3
CCc1ccccc1Nc1nc2ccccc2n1C | -3.8 | 1.4 | i | -2.3 | -6.5 | 0.8 | -0.8 | 3.7&1.0 | 0.2
O=C(Nc1nc2ccccc2s1)c1ccc2c(c1)OCO2 | -1.0 | 15.7 | -0.3 | 1.1 | -15.3 | 2.1 | -0.1 | -7.3 | .
COc1cc(NC(=O)CN(C)Cc2ccc(OC(F)F)cc2)c(C)cc1[N+](=O)[O-] | -5.7 | -9.0 | -0.2 | -1.7 | 9.9 | -1.0 | -0.4 | 4.3 | .
COc1ccc(C)cc1NC(=O)c1ccc(OC(F)F)cc1 | -2.7 | -2.2 | 2.6 | -2.8 | 5.2 | 2.0 | 0.2 | -22.5 | 0.2
Nc1nonc1-n1nnc(C(=O)N/N=C/c2ccccc2)c1CSc1ccccc1 | 0.3 | 10.4 | i | 0.6 | 3.9 | . | -0.1 | i | 1.3
CC(C)(C)C(=O)COC(=O)CCc1nc2ccccc2[nH]c1=O | 0.2 | 6.6 | i | 2.4 | 0.1 | -0.9 | -0.3 | -2.5 | 2.8

Rewritten with two lines to a compound: 3 of the compounds above.
Under each structure – SARS 3CLpro inh	PrPC surface inh	Vc quorum ag	Anthrax LF inh2	Yp Topo-I inh	PfHsp40 yeast	BoNT-A LC inh2	SSB-PriA inh	TcdB inh
> CCN1C(=O)C(O)(CC(=O)c2ccc(-n3cccc3)cc2)c2ccccc21 (stereo not drawn)
 : 6.4	0.6	i	2.8	4.8	-0.3	0.0	18.1	.
> CCC1CCCCN1CCCNC(=O)c1c(O)nc2cc(C)ccn2c1=O (stereo not drawn)
 : -5.2	-1.7	-13.0	3.5	3.2	-0.1	0.4	-10.5	1.8
> N#C/C(=C(/O)COC(=O)CCC1CCCCC1)c1nc2ccccc2[nH]1
 : -7.3	-3.7	.	-1.9	-2.6	0.5	0.7	.	.

This is a subset. The share of hits here may be higher or lower than overall.
